Screening data as filed in PubChem.
RmlCD inh 1536: inhibitors of Mycobacterium tuberculosis RmlC and RmlD coupled enzymes; P9WH09+P9WH11; RmlC+RmlD coupled enzyme assay, percent inhibition; primary screen in compound mixtures; inhibition, % at 3.6 µM; hit rate 0.03% among 160,000; AID 1533; in the data active = inhibition mostly above about 34%, no sharp cut-off; inconclusive = no clear call, values can overlap the other calls; inactive = mostly below about 22%; also: some results filed as inactive read as strong as hits
Target sequence (P9WH09 whole entry, looked up): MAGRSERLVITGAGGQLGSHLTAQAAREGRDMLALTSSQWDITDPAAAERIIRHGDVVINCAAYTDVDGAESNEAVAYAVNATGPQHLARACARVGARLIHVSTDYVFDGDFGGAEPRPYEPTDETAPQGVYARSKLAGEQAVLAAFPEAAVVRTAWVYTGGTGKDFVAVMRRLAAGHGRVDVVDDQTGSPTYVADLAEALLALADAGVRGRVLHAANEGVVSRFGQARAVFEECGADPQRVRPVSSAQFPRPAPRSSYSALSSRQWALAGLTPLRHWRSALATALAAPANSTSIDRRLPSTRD
Target sequence (P9WH11 whole entry, looked up): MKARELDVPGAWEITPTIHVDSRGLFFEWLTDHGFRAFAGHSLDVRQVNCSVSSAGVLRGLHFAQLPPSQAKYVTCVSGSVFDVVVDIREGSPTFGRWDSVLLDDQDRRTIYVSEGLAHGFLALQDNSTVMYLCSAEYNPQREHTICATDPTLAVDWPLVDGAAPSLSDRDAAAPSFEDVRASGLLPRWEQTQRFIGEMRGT
M. tuberculosis GlmU: inhibition of mycobacterial GlmU enzyme – biochemical, glucosamine-1-phosphate acetyltransferase (AID 1376); M. tuberculosis GlmU acetyltransferase enzyme assay; higher % means a stronger effect; inhibition, %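 (tested at 30 µM in the primary screen)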, or IC50 in µM where a hit was titrated; hit rate 0.25% among 220,000; in the data active = inhibition above about 13%; inconclusive = no clear call, values can overlap the other calls;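 also: 0% = complete reaction with vehicle and 100% = reaction without substrate; strong numbers were not always called active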
Active calls of the source: *; ? = inconclusive; · = no result given. This is a subset; the hit share may differ from the screen's.

Compound	RmlCD inh 1536	M. tuberculosis GlmU
COc1ccc(C(=O)OCCN=C2NS(=O)(=O)c3ccccc32)cc1OC	10.5	2.2%
CCCc1nc2ccccc2c(=O)n1/N=C/c1ccc(O)cc1O	-6.2	1.6%
Cc1ccc(C(=O)NCCc2ccc(S(N)(=O)=O)cc2)o1	-16.3	6.8%
CCCCOCCCNc1ncnc2c1[nH]c1ccccc12	-11.8	7.6%
Cc1ccc(NC(=O)CC2SC(=NCC3CCCO3)NC2=O)cc1Cl (stereo not given)	2.4	-0.4%
COCCCNC(=O)Cn1c(=O)n(Cc2ccc(C(=O)NCCc3ccc(OC)c(OC)c3)cc2)c(=O)c2ccccc21	-2.2	-5.2%
CCO[C@@H]1OC(C(=O)N2CCOCC2)=C[C@H](c2ccc(C(F)(F)F)cc2)[C@H]1CCCO	·	-0.9%
Cc1cc(C)c2c(N)c(C(=O)N/N=C/c3cccnc3)sc2n1	-12.7	6.1%

Compound	RmlCD inh 1536	M. tuberculosis GlmU
COc1ccc(CN(CC2CCC(C(=O)O)CC2)C(=S)Nc2ccccc2C)cc1 (stereo not given)	·	2.2%
COc1cccc(CC(=O)N2CCCC(CCC(=O)N3CCN(c4ccccn4)CC3)C2)c1 (stereo not given)	8.7	3.1%
CC(=O)c1ccc(C)cc1OC(=O)c1cccc(F)c1	5.9	3.4%
CCC(=O)N1CCn2c1nc1ccccc12	-3.7	-1.0%
NC(=S)N/N=C/c1ccc2ccccc2c1	11.2	4.6%
Fc1ccc(-c2csc(N3CCC(c4ccccc4)C3)n2)cc1 (stereo not given)	·	0.5%
CC1(C)C(c2cccs2)=[N+]([O-])C2(CCCCC2=O)N1O (stereo not given)	-6.8	0.3%
COCCNC(=S)N1CCC(Cc2ccccc2)CC1	·	-0.7%

Compound	RmlCD inh 1536	M. tuberculosis GlmU
COC(=O)c1[nH]c2cc(OC)ccc2c1NC(=O)CN1CCC(C(N)=O)(N2CCCCC2)CC1	?	6.5%
Cc1nc2ccccc2c(=O)n1Cc1ccco1	-11.5	1.1%
CCn1cc(C(=O)N2CCN(c3cccc(C)c3C)CC2)c(=O)c2ccc(C)nc21	·	0.4%
O=C(OCC1CC(c2ccccc2)=NO1)c1ccco1 (stereo not given)	-9.0	7.2%
COC(=O)C1=CN(Cc2ccc(OC)c(OC)c2)C=C(C(=O)OC)C1c1cccs1	·	6.8%
COc1ccc(OC)c(/C=C/C(=O)Nc2ccc(OC)nc2)c1	-6.2	-4.0%
CC(C)C(NC(=O)c1cccs1)C(=O)NC1=NCCS1 (stereo not given)	3.8	-6.3%
COc1ccc(C2C(=O)c3ccccc3C2=O)c(OC)c1	9.8	-2.3%

A few values from the list.
In M. tuberculosis GlmU, CCn1cc(C(=O)N2CCN(c3cccc(C)c3C)CC2)c(=O)c2ccc(C)nc21 shows 0.4%
In M. tuberculosis GlmU, COc1ccc(C2C(=O)c3ccccc3C2=O)c(OC)c1 shows -2.3%
In M. tuberculosis GlmU, COc1ccc(OC)c(/C=C/C(=O)Nc2ccc(OC)nc2)c1 shows -4.0%
In RmlCD inh 1536, CC(C)C(NC(=O)c1cccs1)C(=O)NC1=NCCS1 (stereo not given) shows 3.8
In RmlCD inh 1536, Cc1nc2ccccc2c(=O)n1Cc1ccco1 shows -11.5

Next part
Compound	RmlCD inh 1536	M. tuberculosis GlmU
O=C(CSc1nnc2ccccn12)Nc1nsc(-c2ccccc2)n1	17.1	3.0%
CCOc1ccc(N(CC(=O)Nc2nccs2)S(=O)(=O)c2c(C)[nH]c(=O)[nH]c2=O)cc1	-10.4	-1.6%
Cc1ccc(S(=O)(=O)Nc2nc3c(s2)C(=O)CC(C)(C)C3)cc1	17.1	-6.3%
Cc1nn(-c2ccccc2)c(Cl)c1/C=C(\CC(=O)O)c1nc2ccccc2s1	-9.6	10.4%
CCCCc1cc(=O)oc2cc(C)cc(OCC(=O)O)c12	·	3.8%
NC(N)=NS(=O)(=O)c1ccc(NC(=S)NC(=O)c2sc3ccccc3c2Cl)cc1	13.0	4.5%
CC1CCCC(NC(=S)Nc2cccc(S(=O)(=O)N(C)C)c2)C1C (stereo not given)	-7.0	-6.0%
Cn1ccnc1C1CCCCN1Cc1nc(Cc2ccccc2F)no1 (stereo not given)	11.3	-1.6%

Compound	RmlCD inh 1536	M. tuberculosis GlmU
CC1(C)Cc2cccc(OCC(=O)NC3CC3)c2O1	11.0	-0.5%
O=C(NCc1ccccn1)c1ccc(N2CCCC2)c([N+](=O)[O-])c1	4.7	1.7%
O=S(=O)(Cc1ccccc1)N=Nc1c(O)[nH]c2ccc(Br)cc12	·	-3.4%
COc1ccc(N2CCc3c(C)nc4c(OC)cc(OC)cc4c32)c(OC)c1	-0.5	·
O=C(/C=C/c1cccs1)c1cc(F)ccc1OC(=O)N1CCOCC1	·	-1.6%
Cc1ccccc1-n1nc2c(c1NC(=O)c1cc3ccccc3oc1=O)CS(=O)C2 (stereo not given)	·	-3.4%
O=C(CCCN1C(=O)c2ccccc2C1=O)NCc1ccco1	·	-4.3%
C/C(=N\NC(=O)c1ccc(O)cc1)c1ccc2c(c1)Nc1ccccc1S2	19.3	1.1%

Second line of a record – RmlCD inh 1536	M. tuberculosis GlmU
Cc1csc(NC(=O)c2c(O)c3c(n(CC(C)C)c2=O)CCCC3)n1
  9.2	0.3%
Cc1ccc(-c2cc(Cc3ccncc3)c(=O)[nH]n2)cc1
  -6.1	-1.6%
COc1ccc(CNC(=O)C(OC(=O)c2nsc(Cl)c2Cl)C(C)C)cc1 (stereo not given)
  3.5	-1.4%
Cc1ccc(OCC(O)CN2CCN(CC(O)COc3ccc(C)cc3Cl)CC2)c(Cl)c1 (stereo not given)
  ·	-7.8%
CCOC(=O)Nc1ccc2nc3n(c(=O)c2c1)CCCCC3
  -6.1	-0.2%
Nc1nonc1C(=O)N1CCCC1
  12.5	2.1%
COc1ccccc1CCNC(=O)NC1CCCCC1
  ·	0.6%
Cc1ccccc1N=Nc1ccc(O)c2ncccc12
  3.2	1.5%
Cc1csc(NC(=O)CSc2nnc(-c3cccs3)n2C)n1
  -2.9	1.9%
COC(=O)c1c(C)[nH]c(C(=O)CSc2ccc(Cl)cc2)c1C
  6.4	-0.1%

Second line of a record – RmlCD inh 1536	M. tuberculosis GlmU
CC(C)(C)N1CCC1C(N)=O (stereo not given)
  23.2	·
C/C(=N\S(=O)(=O)c1ccc(C)cc1)N1CCCCC1
  -8.7	-3.1%
CCOC(=O)Nc1nc(-c2ccccc2)c(C(=O)c2ccccc2)s1
  -5.8	-1.9%
O=C(CSc1nc2ccccc2o1)N1c2ccccc2Sc2ccc(Cl)cc21
  -1.0	-1.2%
CN(C(=O)N1CCN(S(=O)(=O)c2ccccc2)CC1)c1ccccc1
  6.7	-7.8%
CC1CCN(c2oc(-c3cccc4ccccc34)nc2C#N)CC1
  -6.1	5.0%
CN(C)c1ccc(-c2nnn(Cc3ccccc3Br)n2)cc1
  10.1	-0.2%
O=C(Nn1c(O)c(C=C2N=c3ccccc3=N2)sc1=S)c1ccccc1
  9.1	8.2%
Cc1nn(C)cc1/C=C/C(=O)c1ccccc1
  ·	-5.0%
Cc1nc2c([nH]c3ccc(Br)cc32)s1
  3.0	-0.5%

Second line of a record – RmlCD inh 1536	M. tuberculosis GlmU
COc1cc(S(=O)(=O)N2CCN=C2c2ccccc2)ccc1F
  ·	2.2%
Nc1nc(-c2ccc(Cl)cc2)c(N=Nc2ccc(S(=O)(=O)N3CCOCC3)cc2)s1
  31.8	-4.9%
Cc1nc(C)c(C(=O)NNS(=O)(=O)c2ccc3ccccc3c2)s1
  3.8	-3.1%
O=C(CS(=O)(=O)c1ccccc1)Nc1ccc(S(=O)(=O)Nc2ncccn2)cc1
  4.6	2.7%
Cc1ccc2cccc(OC(=O)N(C)c3ccccc3)c2n1
  ·	-1.2%
O=C(/C=C/c1ccc([N+](=O)[O-])cc1)N1CCN(c2ccccc2F)CC1
  5.9	2.5%
COc1ccc(N=C2SC(C(=O)N3CCN(c4ccc([N+](=O)[O-])cc4)CC3)CC(=O)N2C)cc1 (stereo not given)
  69.0	0.8%
COC(=O)c1ccccc1NC(=O)C1CC(=O)N(c2ccc(C)cc2)C1 (stereo not given)
  1.7	4.7%
COc1ccc(CN(C(C)=O)c2cccc(C)c2C)cc1
  ·	1.0%
CCOC(=O)c1sc2nccc(N(C)C)c2c1N=CNOC
  -3.4	1.7%

Second line of a record – RmlCD inh 1536	M. tuberculosis GlmU
CSc1scc2c1-c1nc(SCC(=O)C(C)(C)C)ncc1CC2
  -2.8	1.3%
Cc1nc2nc(-c3ccccc3)cn2nc1C
  ·	1.1%
O=c1cc(/C=C/c2ccccc2)oc2c1ccc1ccccc12
  ·	0.6%
NC(=O)C1CCCN(C(=O)Nc2cccc3ccccc23)C1 (stereo not given)
  3.7	2.7%
N#CC1=C(N)OC2=C(C(=O)CCC2)[C@]12C(=O)N(CC(N)=O)c1ccccc12
  ·	0.6%
CC1(C)C(=O)NCCN1C(=O)CC1C(=O)NCCN1CC(c1ccccc1)c1ccccc1 (stereo not given)
  -5.2	1.4%
O=C(CCSc1nc2cc(Cl)ccc2o1)N1CCOCC1
  88.2	5.8%
Cc1ccc2c(c1)C(=NC1CCCCC1)c1cc3ccccc3nc1-2
  -47.5	2.7%
COc1cc(S(=O)(=O)NC2CCCCC2)ccc1F
  0.7	-3.8%
Nc1cccc(C(=O)O)c1
  ·	-0.5%

Second line of a record – RmlCD inh 1536	M. tuberculosis GlmU
COc1ccc(NC(=S)NN2CCOCC2)cc1OC
  6.3	-0.1%
COc1cc(/C=C/C(=O)OCC(=O)N2CCc3ccccc3C2)ccc1O
  -33.9	0.1%
COc1ccccc1NS(=O)(=O)c1ccc(NC(=O)c2nc3ncccn3n2)cc1
  3.0	-3.5%
Cc1ccc(/C=C2/C(=O)NC(=O)N(C)C2=O)cc1
  -5.9	-0.8%
Cc1ccc(NCc2nnc(SCC(=O)Nc3ncc(C)s3)n2CC2CCCO2)c(C)c1 (stereo not given)
  ·	0.1%
COc1cccc(-c2nnc(NC(=O)C(C)C)o2)c1
  0.5	-3.5%
Cn1c(=O)c(=O)n(C)c2cc(S(=O)(=O)CCC(=O)N3CCOCC3)ccc21
  -7.5	-3.0%
O=C1CC(NCc2ccccc2F)C(=O)N1c1ccccc1 (stereo not given)
  ·	-3.1%
OC1CCCN(C(=S)Nc2ccc(SC(F)F)cc2)C1 (stereo not given)
  9.0	-0.8%
COc1cccc(NC(=O)CSc2nnc(-c3ccoc3C)n2CC2CCCO2)c1 (stereo not given)
  1.9	5.5%

Second line of a record – RmlCD inh 1536	M. tuberculosis GlmU
COc1ccc(CCn2c3c(c(=O)[nH]c2=O)C(NC(=O)c2cccs2)(C(F)(F)F)C(=O)N3)cc1OC (stereo not given)
  ·	13.3%*
CCOc1ccc(N2C(=O)CN=C2Nc2ccccc2Cl)cc1
  8.7	1.6%
Cc1ccc(CN2CCCC(C(=O)c3sccc3C)C2)o1 (stereo not given)
  ·	0.3%
COc1ccc(CCNC2=C(Cl)C(=O)N(Cc3ccccc3)C2=O)cc1OC
  -16.4	0.7%
O=C(N/N=C/c1cccs1)c1ccc2c(c1)OCO2
  3.2	-1.5%
CN(C)/C=C1\C(=O)N(c2ccc(Oc3ccccc3)cc2)CS1=O (stereo not given)
  -0.3	-0.1%
COc1cc2c(cc1OC)C(C(C)C)=NC(C)(C)C2
  ·	-1.2%
O=C(CCn1c2c(c3ccccc31)CCCC2)NNC(=O)c1ccccc1C(=O)O
  -11.2	2.1%
Cc1nc(Nc2ccc(F)cc2)[nH]c(=O)c1CCC(C)C
  ·	-1.3%
Fc1cccc(Cc2noc(CN3CCN(C4CCc5ccccc5C4)CC3)n2)c1 (stereo not given)
  0.9	4.7%

Second line of a record – RmlCD inh 1536	M. tuberculosis GlmU
CCn1c(C)nc2cc(S(=O)(=O)C(F)(F)C(F)C(F)(F)F)ccc21 (stereo not given)
  2.4	·
CCOc1ccc(NC(=O)c2ccc(CSc3nnnn3C)cc2)cc1
  -5.6	0.9%
COc1c2c(cc3oc(C)cc(=O)c13)OC(C(C)(C)OC1OC(CO)C(O)C(O)C1O)C2 (stereo not given)
  ·	0.9%
CCn1c(O)c(C#N)c(C)cc1=O
  -1.4	-0.1%
Cc1cccc(OCCCn2c(CCNC(=O)C(C)C)nc3ccccc32)c1
  15.1	-5.6%
O=C(CC(c1ccccc1)c1cc(Cl)ccc1O)NCCN1CCOCC1 (stereo not given)
  ·	-4.0%
Cc1nnc(SCC(=O)NC(=O)Nc2ccc3c(c2)OCCO3)n1N
  -4.7	-7.8%
CCCCCCCCCCCCC(NC(C)=O)(C(=O)OCC)C(=O)OCC
  -8.4	4.1%
NC(=O)C1CCCN1 (stereo not given)
  -5.5	0.3%
CCOC(=O)c1c(NC(=O)c2cc(C(C)C)on2)sc(C(C)=O)c1C
  ·	-1.3%

Three of these compounds, set out differently.
CCn1c(C)nc2cc(S(=O)(=O)C(F)(F)C(F)C(F)(F)F)ccc21 (stereo not given)
  RmlCD inh 1536 = 2.4	M. tuberculosis GlmU = ·

CCOc1ccc(NC(=O)c2ccc(CSc3nnnn3C)cc2)cc1
  RmlCD inh 1536 = -5.6	M. tuberculosis GlmU = 0.9%

COc1c2c(cc3oc(C)cc(=O)c13)OC(C(C)(C)OC1OC(CO)C(O)C(O)C1O)C2 (stereo not given)
  RmlCD inh 1536 = ·	M. tuberculosis GlmU = 0.9%

(cont.)
Second line of a record – RmlCD inh 1536	M. tuberculosis GlmU
COc1cccc2c3c(c(C)nc12)CCN3c1ccccc1
  ·	2.2%
O=C(NC1CC1)C1CCN(C2CCN(C(=O)CC3=CCCCC3)CC2)CC1
  -8.0	-5.5%
Cc1ccc(N2C(=O)c3ccc(C(=O)N4CCN(c5cccc(C)c5C)CC4)cc3C2=O)cc1
  ·	7.8%
COCCNC(=O)C1(C)Oc2ccccc2NC1=O (stereo not given)
  ·	6.9%
CC(C)CCNC(=S)Nc1ccc(F)cc1
  ·	2.2%
COc1ccc2nc(SCC(=O)NCCc3ccccc3)[nH]c2c1
  7.7	3.9%
